From PubChem
MrgX1 agonist: human MrgX1 receptor agonism, primary screen; Q96LB2; MrgX1-HEK293 cells, Fluo-4 calcium fluorescence, agonist mode; active compounds read high; B-score at 10 µM; 310,000 tested, 0.44% active;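 active = calcium response B-score plate-corrected fluorescence ratio at least 3 library SD, with starting fluorescence B-score inside 5 SD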
Target sequence (Q96LB2 whole entry, looked up): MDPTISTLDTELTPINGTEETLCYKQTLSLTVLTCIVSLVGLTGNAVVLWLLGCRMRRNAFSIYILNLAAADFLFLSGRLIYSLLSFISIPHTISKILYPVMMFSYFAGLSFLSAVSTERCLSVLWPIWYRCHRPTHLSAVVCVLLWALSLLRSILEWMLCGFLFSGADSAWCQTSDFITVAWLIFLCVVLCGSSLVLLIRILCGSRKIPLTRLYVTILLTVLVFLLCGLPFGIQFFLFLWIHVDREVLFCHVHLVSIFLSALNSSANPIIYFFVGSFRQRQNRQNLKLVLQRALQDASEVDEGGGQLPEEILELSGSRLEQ
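Test system: Stable human MrgX1 HEK293 cell line | Schedule: Overnight plating before 1 h dye loading | Read-out basis: Baseline-normalised fluorescence change ratio, B-scored | Detection: Kinetic calcium dye fluorescence, Fluo-4 NW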
RGS4 block: inhibitors of human RGS4; P49798; HEK293 M3R/RGS4 inducible, Fluo-4 calcium flux; active compounds read high; triggered by carbachol at its EC20; B-score at 10 µM; 310,000 tested, 0.45% active; AID 463165;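 active = B-score, a plate-corrected calcium signal, over three deviations above library mean, with baseline fluorescence within five deviations of library mean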;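 also: RGS4 expression induced by doxycycline in cells with stable M3 receptor; B-score is computed from the integrated fluorescence ratio over baseline after carbachol; higher B-score means a larger calcium signal and so more RGS4 inhibition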
Target sequence (P49798 whole entry, looked up): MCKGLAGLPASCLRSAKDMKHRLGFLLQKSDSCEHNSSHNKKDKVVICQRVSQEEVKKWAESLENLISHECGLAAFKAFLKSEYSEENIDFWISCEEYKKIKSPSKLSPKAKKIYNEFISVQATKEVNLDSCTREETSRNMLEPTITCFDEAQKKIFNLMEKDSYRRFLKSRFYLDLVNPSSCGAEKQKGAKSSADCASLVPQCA
MrgX1 antagonist: blocks BAM8-22 activation of human MrgX1 receptor; MRGX1-HEK293 calcium flux, Fluo-4, BAM8-22 antagonism; active compounds read low; Q96LB2; 310,000 tested, 1.3% active; B-score at 10 µM;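 active = calcium-response B-score plate-corrected more than 3 library SD below zero, starting fluorescence within 5 deviations, no agonist response on first addition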;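 also: peak minus trough fluorescence over baseline after final BAM8-22 challenge near maximal dose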
TRPC4 agonist: opens the mouse TRPC4 cation channel. AID 2237. B-score at 10 µM. Q9QUQ5. 310,000 tested, 0.49% active. HEK293 TRPC4beta/mu-opioid, Fluo4 calcium fluorescence; active compounds read high;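 active = B-score above 5 SD of library B-scores, and initial fluorescence ratio not above library mean plus 5 SD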;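 also: positive B-score marks a calcium rise read as TRPC4 activation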
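Incubation: 45 min room-temperature Fluo4 loading, 110 s read / System: HEK293 cells stably co-expressing mouse TRPC4beta and mu-opioid receptor / Signal: Fluo4 fluorescence, kinetic / Control set: buffer (low) and maximal DAMGO (high) / Measure: integrated baseline-normalised fluorescence ratio, converted to per-well B score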
TRPC4 potent: allosterically enhances the mouse TRPC4 cation channel; HEK293 TRPC4beta/mu-opioid, DAMGO EC20, Fluo-4 Ca2+ flux; active compounds read high; AID 2227; B-score at 10 µM; 310,000 tested, 0.42% active;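 active = B-score of calcium response area above 5 SD of library B-scores, with initial fluorescence ratio within 5 SD of library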;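 also: B-score of integrated fluorescence ratio over time as area under calcium response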
ANO1 activ: mouse TMEM16A channel activation, primary screen; Q8BHY3; HEK293 TMEM16A/YFP-H148Q/I152L, iodide quench fluorescence; active compounds read low; B-score at 10 µM; 340,000 tested, 0.3% active;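 active = fluorescence-ratio B-score plate-corrected deviation score at least 3 library SD below zero, with starting fluorescence score within 5 deviations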;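 also: channel opened by trigger with iodide after compound preincubation; score built on the fluorescence ratio of max minus min over baseline; more negative score means more quench and so TMEM16A activation or potentiation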
TRPC4 inh: blocks the mouse TRPC4 cation channel; 300,000 tested, 0.39% active; AID 2247; HEK293 TRPC4beta/mu-opioid, DAMGO-evoked Fluo4 calcium flux; active compounds read low; B-score at 10 µM; Q9QUQ5;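 active = B-score over 3 SD under the library average, no early fluorescence shift, positive overall ratio signal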
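material = TRPC4beta/mu-opioid receptor HEK293 cell line | probe or stimulus = sequential submaximal and maximal DAMGO stimulation | compound dosing = one concentration per compound | measured by = Fluo4 Ca2+ flux fluorescence | evaluation = integrated fluorescence ratio relative to baseline, converted to per-well B score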
MrgX1 allo act: allosterically activates human MrgX1 receptor signaling; MrgX1-HEK293, Fluo-4 calcium flux, FDSS; active compounds read high; Q96LB2; 310,000 tested, 0.63% active; AID 588675; B-score at 10 µM;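 active = plate-corrected calcium response at least 3 library SD above typical, normal starting fluorescence, not activating the receptor alone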;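 also: compound read alongside a low EC10 to EC30 dose of BAM8-22 agonist; peak minus trough fluorescence over baseline measured at the second addition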
TMEM16A inh: blocks the mouse calcium-activated chloride channel TMEM16A; normalized B-score (activity score, 25-100; higher = stronger inhibition) at 10 µM; HEK293 TMEM16A/YFP iodide influx fluorescence, ionomycin; AID 588511; Q8BHY3; 310,000 tested, 1.2% active;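 active = ratio plate-corrected score three or more library SD toward inhibition, starting fluorescence score within five deviations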;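 also: score derived from kinetic fluorescence span divided by baseline fluorescence per well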
TRPC6 act: mouse TRPC6 channel activation; Q61143; HEK293-TRPC6 membrane potential dye fluorescence; active compounds read high; B-score at 10 µM; 310,000 tested, 0.13% active; AID 2550;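 active = B-score of the integrated fluorescence ratio above library mean plus 3 SD, and starting fluorescence ratio within library mean plus 5 SD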;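 also: higher score means more depolarization so channel activation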
TRPC6 inhibitor: blocks the mouse TRPC6 cation channel | Q61143 | B-score at 10 µM | HEK293-TRPC6, membrane potential dye, ACh-evoked depolarization; active compounds read low | 310,000 tested, 1.1% active;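 active = B-score under library mean minus 3 SD, initial fluorescence not abnormally high, positive integrated signal ratio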;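 also: B-score derived from integrated fluorescence ratio over the kinetic read; more negative B-score means stronger inhibition of depolarization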
Numbers without * were called inactive; i = inactive; · = not tested or not shown.

No.	SMILES	MrgX1 agonist	RGS4 block	MrgX1 antagonist	TRPC4 agonist	TRPC4 potent	ANO1 activ	TRPC4 inh	MrgX1 allo act	TMEM16A inh	TRPC6 act	TRPC6 inhibitor
1	CC(C)CC(c1nnnn1C1CCCCC1)N1CCN(c2ncccn2)CC1 (configuration not stated)	i	i	i	i	i	i	i	i	i	i	i
2	COc1cccc(C(=O)NC2CC(C)(C)Cc3c2cnn3-c2cccc(F)c2)c1OC (configuration not stated)	i	i	i	i	i	i	i	i	i	i	i
3	COc1ccccc1OCC(=O)Nc1nnc(-c2ccco2)s1	·	i	·	i	i	i	i	·	·	i	i
4	O=C(Cn1cc(C(=O)C(F)(F)F)c2cc(Br)ccc21)N1CCOCC1	i	i	i	i	i	i	i	i	i	i	i
5	Cc1nc([N+](=O)[O-])cn1CC(=O)c1ccc(Cl)cc1	i	i	i	i	i	i	i	i	i	i	i
6	O=C(O)CC1S/C(=N/N=C/C=C/c2ccccc2[N+](=O)[O-])NC1=O (configuration not stated)	i	i	i	i	i	i	i	i	i	i	i
7	Nn1c(Cc2cccc3ccccc23)nnc1SCCOc1ccc(F)cc1	i	6.5*	i	i	i	i	i	i	i	i	i
8	CCOc1ccc(N(CC(=O)NCc2ccc(Cl)cc2)S(=O)(=O)c2ccccc2)cc1	i	i	i	i	i	i	i	i	i	i	i
9	CN(Cc1ccc(F)cc1)Cc1nc(CCc2ccccc2)no1	i	i	i	i	i	i	i	i	i	i	i
10	O=C(Nc1cccc(S(=O)(=O)N2CCCC2)c1)c1cccnc1	i	i	i	i	i	i	i	i	i	i	i
11	CCc1ccc2c(c1)C(C)=CC(C)(C)N2	i	i	i	i	i	i	i	i	i	i	i
12	CCn1c(NC(=O)c2ccc(COc3ccc(C)cc3[N+](=O)[O-])o2)nc2ccccc21	i	i	i	i	i	i	i	i	i	i	i
13	CCNC(=S)N(CCc1cccc(C)c1)Cc1cc2cc(OC)c(OC)cc2[nH]c1=O	i	i	i	i	i	i	i	i	i	i	i
14	COc1ccc(C(=O)N2CC3(CC(c4cccc(NC(=O)COc5ccc(Cl)cc5)c4)=NO3)C[C@@H]2C(N)=O)cc1 (some centres not stated)	i	i	i	i	i	i	i	i	i	i	i
15	CC(C)(C)c1nc(SCC(=O)Nc2nc3c(s2)CCCC3)c2ccccc2n1	i	i	i	i	i	i	i	i	i	i	i
16	CCC(C)NS(=O)(=O)c1ccc(NC(=O)CCC2CCCCC2)cc1 (configuration not stated)	i	i	i	i	i	i	i	i	i	i	i
17	CC1=NN2C(=N)/C(=C\c3cc(C)n(Cc4ccccc4)c3C)C(=O)N=C2S1	i	i	i	i	i	i	i	i	i	i	i
18	Cc1ccc2nc(-c3ccc(NC(=O)CN4CCN(c5ccccn5)CC4)cc3)sc2c1	i	i	i	i	i	i	i	i	i	i	i
19	CC(=O)Nc1ccc(C(=O)Nc2ccc(S(=O)(=O)N3CCCCC3)cc2)cc1	i	i	i	i	i	i	i	i	i	i	i
20	O=C(COc1ccc(Br)cc1)NCCNC(=O)c1ccccn1	i	i	i	i	i	i	i	i	i	i	i
21	CC(NCC1(N2CCOCC2)CCCCC1)C(=O)N1CCc2ccccc21 (configuration not stated)	i	i	i	i	i	i	i	i	i	i	i
22	Cc1ccccc1CN1CCN(CC(=O)NCc2ccccc2)CC1	i	i	i	i	i	i	i	i	i	i	i
23	Cc1cccc(-n2ncc3c2CCCC3NC(=O)c2ccc[n+]([O-])c2)c1C (configuration not stated)	i	i	i	i	i	i	i	i	i	i	i
24	CN1CCN(C(=O)c2ccc(-c3ccccc3)cc2)CC1	i	i	i	i	i	i	i	i	i	i	i
25	CCOc1ccc(NC(=O)c2ccc(NC(=S)NC3CCCCC3)cc2)cc1	i	i	i	i	i	i	i	i	i	i	i
26	Cn1c(SCc2nc3ccccc3[nH]2)nnc1-c1cccnc1	i	i	i	i	i	i	i	i	i	i	i
27	CC(C)COc1ccc(-c2nnc(-c3ccco3)o2)cc1	i	i	i	i	i	i	i	i	i	i	i
28	COc1cccc(-n2c(N)c(C(=O)Nc3c(C)n(C)n(-c4ccccc4)c3=O)c3nc4ccccc4nc32)c1	i	i	i	i	i	i	i	i	i	i	i
29	C#CCOc1ccc(Br)cc1C(c1c(C)[nH][nH]c1=O)c1c(C)[nH][nH]c1=O	i	i	i	i	i	i	i	i	i	i	i
30	O=C(COc1ccc(Cl)cc1)N/N=C/CCc1ccccc1	i	i	i	i	i	i	i	i	i	i	i
31	Nc1c(C(=O)O)nnn1Cc1ccccc1	i	i	i	i	i	i	i	i	i	i	i
32	O=C(NCc1ccccc1)C1=C[C@@H](c2csc3ccccc23)C[C@@H](OCc2ccc(CO)cc2)O1	i	i	i	i	i	i	i	i	i	i	i
33	O=C(NC1CCN(Cc2ccccc2)CC1)C(NS(=O)(=O)c1cccc2nsnc12)c1ccccc1 (configuration not stated)	i	i	i	i	i	i	i	i	i	i	i
34	COc1cccc(C(=O)Nc2nnc(C3CCCO3)s2)c1 (configuration not stated)	i	i	i	i	i	i	i	i	i	i	i
35	CN1CCN(Cc2c(O)ccc3c(-c4ccccc4)cc(=O)oc23)CC1	i	i	i	i	i	i	i	i	i	i	i
36	Cc1ccc(C(=O)N/N=C\c2ccc(OC(=O)c3cccs3)cc2)cn1	i	i	i	i	i	i	i	i	i	i	i
37	COc1ccccc1CCC(=O)Nc1nc2ccccc2[nH]1	i	i	i	i	i	i	i	i	i	i	i
38	COC(=O)C1=C(COc2ccc(C=O)cc2OC)NC(=O)NC1c1cc(C)ccc1C (configuration not stated)	i	i	i	i	i	i	i	i	i	i	i
39	CN=C1SC(CC(=O)Nc2ccccc2F)C(=O)N1C (configuration not stated)	i	i	i	i	i	i	i	i	i	i	i
40	COc1ccc2cc(CCNC(=O)c3ccc4c(c3)OCO4)c(=O)[nH]c2c1	i	i	i	i	i	i	i	i	i	i	i
41	CCCc1[nH]c(=O)c(C#N)c2c1COC(C)(C)C2	i	i	i	i	i	i	i	i	i	i	i
42	COc1cc(NC(=O)Cn2cnc(S(=O)(=O)N3CCc4ccccc43)c2)cc(OC)c1OC	i	i	i	i	i	i	i	i	i	i	i
43	COc1ccc(CN2C(=NC(=O)C3CCCO3)SC3CS(=O)(=O)CC32)cc1 (configuration not stated)	i	i	i	i	i	i	i	i	i	i	i
44	COc1ccc(CNS(=O)(=O)c2ccc(-n3cccn3)cc2)cc1	i	i	i	i	i	i	i	i	i	i	i
45	COc1cc(CNc2ccc(NC(C)=O)cc2)ccc1OCc1ccccc1C	i	i	i	i	i	i	i	i	i	i	i
46	Cc1ccc(-n2nnnc2SCC(=O)N2c3ccccc3NC(=O)C2(C)C)cc1	i	i	i	i	i	i	i	i	i	i	i
47	CCCC/C(C)=N/NC(=O)c1cn(-c2ccccc2)nc1-c1ccccc1	i	i	i	i	i	i	i	i	i	i	i
48	CC/C(=C(\c1ccc(O)cc1)c1ccc(OCCN(C)C)cc1)c1ccccc1	i	i	i	i	i	i	i	i	i	i	i
49	O=C(c1cc(COc2ccc(-n3cncn3)cc2)on1)N1CCCC1	i	i	i	i	i	i	i	i	i	i	i
50	Cn1cccc1-c1cc(C(=O)N2CCc3c([nH]c4ccccc34)C2c2ccccn2)[nH]n1 (configuration not stated)	i	i	i	i	i	i	i	i	i	i	i
51	CCOc1cc(/C=C/c2ccc3cccc([N+](=O)[O-])c3n2)cc(Cl)c1O	i	i	i	i	i	i	i	i	i	i	i
52	O=C(Nc1cccc(-c2nc3cc(Cl)ccc3o2)c1)C1CCCO1 (configuration not stated)	i	i	i	i	i	i	i	i	i	i	i
53	O=c1[nH]nc(-c2ccc(NCCCO)c([N+](=O)[O-])c2)c2ccccc12	i	i	i	i	i	i	i	i	i	i	i
54	CCN1/C(=C\c2ccc3ccccc3[n+]2CC)Sc2cc(C)ccc21	i	i	i	425*	13*	i	i	i	i	i	i
55	COc1ccc(CC(=O)Nc2ccc(S(=O)(=O)Nc3nccc(C)n3)cc2)cc1	i	i	i	i	i	i	i	i	i	i	i
56	COc1ccc(-c2cc(C(=O)Nc3ccc(OC)c(OC)c3)no2)cc1	i	i	i	i	i	i	i	i	i	i	i
57	COC(=O)CN(c1ccc(OC)cc1OC)S(=O)(=O)c1ccccc1[N+](=O)[O-]	i	i	i	i	i	i	i	i	i	i	i
58	Cc1cc(C)cc(N(CC(=O)Nc2ccc(C)cc2Cl)S(=O)(=O)c2c(C)[nH]c(=O)[nH]c2=O)c1	i	i	i	i	22*	i	i	i	i	i	i
59	CC(C)(C)c1ccc(-c2n[nH]c(=S)n2Cc2ccccc2)cc1	i	i	i	i	i	i	i	i	i	i	i
60	COc1ccc(C2CC(=O)c3ccccc3O2)cc1 (configuration not stated)	i	i	i	i	i	i	i	i	i	i	i

Additional structures
No.	SMILES	MrgX1 agonist	RGS4 block	MrgX1 antagonist	TRPC4 agonist	TRPC4 potent	ANO1 activ	TRPC4 inh	MrgX1 allo act	TMEM16A inh	TRPC6 act	TRPC6 inhibitor
61	CCCC(=O)OCC(=O)Nc1ccccc1C#N	i	i	i	i	i	i	i	i	i	i	i
62	C=CCN1C(=O)/C(=C/c2ccc(OC(C)=O)c(OCC)c2[N+](=O)[O-])SC1=S	·	i	·	i	i	i	i	·	·	i	i
63	Cn1c(=O)c2c(nc(SCc3ccc(F)cc3)n2C)n(C)c1=O	i	i	i	i	i	i	i	i	i	i	i
64	Cc1ccc(N2C(=O)C3C(C2=O)N2CCCN2C3c2ccccc2)cc1C (configuration not stated)	i	i	i	i	i	i	i	i	i	i	i
65	Nc1nonc1-n1nnc(C(=O)N/N=C/c2ccc(Br)cc2)c1CSC1=NCCS1	i	i	i	i	i	i	i	i	i	i	i
66	Cc1cccc(-n2nc(CC#N)c(C#N)c2N)c1	i	i	i	i	i	i	i	i	i	i	i
